# Screens: PubChem BioAssay, The Scripps Research Institute Molecular Screening Center
# AHR activator – AHR activators, primary screen, cell-based, luminescence, luciferase reporter, human. 320,000 tested, 2.5% active. activation, % at 5 µM. AID 2796, 2010. AHR-responsive luciferase reporter cells; in the data active = activation above about 47%;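 also: 0% = vehicle wells and 100% = reference agonist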
# CTSL1 counter – Fasciola hepatica cathepsin L1 inhibitors, primary screen, counter-screen for PFM18AAP inhibitor project, biochemical, QFRET, fluorogenic peptide substrate; 300,000 tested, 0.49% active; recombinant F. hepatica cathepsin L1, Z-Leu-Arg-MCA fluorescence; inhibition, % at 5.96 µM;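 active = inhibition above the mean of all tested compounds plus 3 SD, set per screening campaign, cut at about 17% in these data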;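 also: 0% = plate median of test compound wells and 100% = 1 µM Z-Phe-Ala-diazomethylketone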
# core dimer inh – inhibitors of HCV core protein dimerization, primary screen, biochemical, TR-FRET, high-throughput. inhibition, % at 5 µM. 300,000 tested, 0.33% active. TR-FRET GST/Flag-core106 dimerization, 1536-well;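 active = inhibition above the mean of all tested compounds plus 3 SD, set per screening campaign, cut at about 45% in these data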
#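 System: GST-tagged and Flag-tagged HCV core protein residues 1-106 / Input: core106 proteins, GST 13.5 nM and Flag 17 nM / Buffer or medium: KF-containing HEPES buffer, pH 7.45, DTT, CHAPS, BSA / Probe or stimulus: Eu-anti-GST and XL665-anti-Flag labelled anti-tag antibodies / Schedule: 4 h, 22.5 °C incubation / Technique: TR-FRET 671 and 617 nm emission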
# procasp3 activ – activators of human procaspase-3 D3A mutant, primary screen, biochemical, absorbance, PC-3 D3A mutant, single concentration | 330,000 tested, 0.11% active | activation, % at 8.5 µM | Caspase-3 (Homo sapiens), P42574 | recombinant procaspase-3 D3A, Ac-DEVD-pNA absorbance 405 nm;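 active = activation above the mean of all tested compounds plus 3 SD, cut at about 21% in these data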;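 also: 0% = DMSO alone and 100% = DMSO wells spiked with extra 5 µM PC-3 D3A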
# Target sequence (P42574 whole entry D9A/D28A/D175A): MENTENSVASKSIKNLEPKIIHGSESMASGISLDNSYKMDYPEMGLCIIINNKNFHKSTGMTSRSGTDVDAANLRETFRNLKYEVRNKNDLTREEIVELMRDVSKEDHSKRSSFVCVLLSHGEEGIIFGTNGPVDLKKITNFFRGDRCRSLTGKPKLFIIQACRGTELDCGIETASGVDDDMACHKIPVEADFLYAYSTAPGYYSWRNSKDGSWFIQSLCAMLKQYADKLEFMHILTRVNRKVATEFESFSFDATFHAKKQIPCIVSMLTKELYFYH
#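 Compound: 8.5 µM single point, 0.8% DMSO / Material: Autoprocessing-dead procaspase-3 D3A mutant enzyme / Timing: 1 h preincubation plus 2 h reaction at 25 °C / Medium: Zinc-free HEPES/NaCl buffer with 0.01% Triton X-100 at pH 7.4 / Technique: 405 nm absorbance of p-nitroaniline, reads at 0 and 120 min / Repeats: one well per compound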
# PP1 counter – PP1-alpha phosphatase inhibitors, primary screen, counter-screen for PP5 inhibitor project, biochemical, fluorescence, OMFP substrate, single point; Serine/threonine-protein phosphatase PP1-alpha catalytic subunit (Homo sapiens), P62136; purified PP1alpha; inhibition, % at 6.7 µM; 320,000 tested, 0.9% active;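 active = inhibition above the mean inhibition of all tested compounds plus 3 SD, computed separately for each screening campaign, cut at about 15% in these data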
# Target sequence (P62136 whole entry, looked up): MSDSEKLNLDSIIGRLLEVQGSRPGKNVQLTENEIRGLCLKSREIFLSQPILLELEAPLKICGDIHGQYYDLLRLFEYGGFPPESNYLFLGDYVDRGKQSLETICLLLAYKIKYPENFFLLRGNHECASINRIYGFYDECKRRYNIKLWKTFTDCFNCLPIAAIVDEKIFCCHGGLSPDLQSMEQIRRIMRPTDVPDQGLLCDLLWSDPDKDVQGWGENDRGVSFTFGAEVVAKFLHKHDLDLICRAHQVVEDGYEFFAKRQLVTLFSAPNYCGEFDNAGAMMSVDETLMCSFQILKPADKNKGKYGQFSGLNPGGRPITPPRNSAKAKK
# PAFAH2 FP inh – PAFAH2 enzyme inhibitors, primary screen, biochemical, fluorescence polarization, human; inhibition, % at 3.39 µM; AID 492956, 2010; 340,000 tested, 0.99% active; recombinant PAFAH2, FP-rhodamine activity probe;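 active = inhibition above the mean over all tested compounds plus 3 SD, cut at about 30% in these data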;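 also: inhibitors block probe labeling of enzyme so polarization drops; 0% = enzyme with DMSO and 100% = wells lacking PAFAH2 protein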
# procasp7 counter – procaspase-7 activators, primary screen, counter-screen for procaspase-3 activator project, biochemical, absorbance, HTS, human | Caspase-7 (Homo sapiens), P55210 | recombinant procaspase-7, Ac-DEVD-pNA absorbance 405 nm; D23A/D198A/D206A triple mutant, cannot self-cleave; scale: DMSO 0, 5 µM enzyme 100 | activation, % at 8.5 µM | 330,000 tested, 0.093% active | AID 463210, 2010;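 active = percent activation above the screen-wide mean plus 3 SD, cut at about 25% in these data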
# Target sequence (P55210 whole entry D23A/D198A/D206A): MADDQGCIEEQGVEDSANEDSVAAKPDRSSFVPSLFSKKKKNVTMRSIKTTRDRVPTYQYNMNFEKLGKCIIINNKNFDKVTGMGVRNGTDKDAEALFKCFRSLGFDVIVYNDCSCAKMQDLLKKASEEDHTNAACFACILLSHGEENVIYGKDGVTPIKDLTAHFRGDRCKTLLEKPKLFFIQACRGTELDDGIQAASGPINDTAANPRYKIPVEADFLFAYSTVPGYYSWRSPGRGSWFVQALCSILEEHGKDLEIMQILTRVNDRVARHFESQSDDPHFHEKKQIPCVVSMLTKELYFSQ
#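 Assay system: Uncleavable procaspase-7 mutant enzyme | Input: 2 µM procaspase-7 mutant as dispensed | Timing: 1 h compound preincubation, 2 h substrate cleavage, 25 °C | Repeats: One well per compound | Control set: DMSO wells as 0%, DMSO with 5 µM added PC-7 as 100% | Technique: Epi-absorbance of released pNA at 405 nm, two timepoints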
# TPT1 inhibitor – Candida albicans TPT1 enzyme inhibitors, primary screen, biochemical, fluorescence polarization | tRNA 2'-phosphotransferase TPT1 (Candida albicans SC5314) | recombinant caTPT1, FP RNA substrate dephosphorylation | inhibition, % at 5 µM | 300,000 tested, 0.81% active | AID 1962, 2009;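 active = inhibition above the mean of all tested compounds plus 3 SD, set per screening campaign, cut at about 24% in these data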;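 also: plate controls were DMSO alone for no effect and ferristatin control at 100 nM for full effect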
# PP5 primary – PP5 phosphatase inhibitors, primary screen, biochemical, fluorescence; Serine/threonine-protein phosphatase 5 (Homo sapiens), P53041; purified PP5c, OMFP substrate fluorescence; inhibition, % at 6.7 µM; 320,000 tested, 0.18% active;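 active = inhibition above the campaign's mean inhibition across all tested compounds plus 3 SD, cut at about 9.5% in these data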;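 also: 0% = DMSO only and 100% = 100 µM cantharidin control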
# Numbers without * were called inactive; · = not tested or not shown. This is a random part of the collection; about 5.6% have a hit in one of these screens.
Molecule	AHR activator	CTSL1 counter	core dimer inh	procasp3 activ	PP1 counter	PAFAH2 FP inh	procasp7 counter	TPT1 inhibitor	PP5 primary
Cc1cc(NC(=O)Nc2cccs2)no1	6	-2	-6	-3	-2	-10	9	-4	-0.1
COc1ccc(S(=O)(=O)N2CCCOC2CNC(=O)C(=O)NCc2ccncc2)cc1 (stereo not given)	-2	-1	2	-3	0	-1	7	1	0.3
Cc1ccccc1Nc1ncnc2c1cnn2-c1ccccc1	-5	-2	1	2	3	0	-1	0	2.7
COc1ccc2[nH]cc(CCNC(=O)c3ccc([N+](=O)[O-])cc3)c2c1	4	3	1	-4	-1	5	6	0	1.1
CCOc1ccc(NC(=O)CC2C(=O)N(c3ccccc3)C(=O)N2CCOC)cc1 (stereo not given)	-1	2	1	10	1	8	5	4	2.4
CCN1C(=O)C(C)S/C1=N\S(=O)(=O)c1ccc(F)cc1 (stereo not given)	3	5	-17	3	3	7	11	-2	1.7
COC(=O)c1sc(C(C)(C)C)cc1CS(=O)(=O)c1ccccn1	3	3	0	0	-4	-10	6	2	-0.9
CSc1c[n+]2c(n1C)CCC2	-1	-4	-1	-8	-4	1	5	-2	-0.4
CCOC(=O)C(=O)/C(=C\N(C)C)c1onc(-c2c(F)cccc2Cl)c1C(=O)OC	3	0	-4	13	2	-4	9	2	2.5
O=C(OCC(=O)N1CCC(c2ccccc2)=N1)c1ccc([N+](=O)[O-])s1	-1	7	2	-3	-4	21	-8	0	1.2
CC(C)(C)NC(=O)c1cccc(NC(=O)c2ccco2)c1	13	-4	-2	3	0	7	13	0	2.1
COc1ccc(CCC(=O)Nc2cc3c4c(c2)CC(=O)N4CCC3)cc1	6	1	1	-3	-1	-7	11	-1	0.4
Cc1ccccc1OCCn1c(=S)[nH]c2ccccc21	7	5	0	4	-2	-5	-8	1	0.2
Nc1nnc(SCC(=O)OCC(=O)Nc2ccc(Br)cc2F)s1	4	-25	4	2	4	-1	1	3	-3.3
COc1ccc(C2=CC(c3ccc(OC)c(OC)c3)n3nnnc3N2)c(OC)c1 (stereo not given)	29	-1	12	-4	-10	-7	2	-13	0.9

# A run of entries from further up, as a working copy:
Molecule	AHR activator	CTSL1 counter	core dimer inh	procasp3 activ	PP1 counter	PAFAH2 FP inh	procasp7 counter	TPT1 inhibitor	PP5 primary
Cc1cc(NC(=O)Nc2cccs2)no1	6	-2	-6	-3	-2	-10	9	-4	-0.1
COc1ccc(S(=O)(=O)N2CCCOC2CNC(=O)C(=O)NCc2ccncc2)cc1 (stereo not given)	-2	-1	2	-3	0	-1	7	1	0.3

# Continued:
Molecule	AHR activator	CTSL1 counter	core dimer inh	procasp3 activ	PP1 counter	PAFAH2 FP inh	procasp7 counter	TPT1 inhibitor	PP5 primary
CCCCN(C)CCN1C(=O)C2C(C(=O)Nc3ccc(OC)cc3)C3C=CC2(O3)C1C(=O)NC1CCCCC1 (stereo not given)	5	-5	-6	-4	0	-7	3	3	1.0
COC(=O)c1ccc(NC(C)=O)o1	-3	1	6	-2	-5	-6	9	0	0.9
Cn1nccc1C(=O)NC1CCCc2c1cnn2-c1cc(F)cc(F)c1 (stereo not given)	4	-12	-10	0	2	5	-9	-1	-1.2
COc1ccc(Nc2ncnc3c2cnn3Cc2ccccc2)cc1OC	15	2	-5	3	7	4	-2	1	2.6
CCN(CC)C(=O)c1ccccc1NC(=O)c1ccccc1SC	26	0	-3	7	1	2	0	-2	1.4
Cc1ccc(CSCC(=O)N(C)CC(=O)Nc2ccccc2Cl)cc1	7	0	-2	-5	8	7	2	-2	-1.2
COc1ccc(/C=C/C(=O)Nc2ccc(-n3nncc3-c3ccc(OC)c(OC)c3)cc2)cc1OC	15	0	9	2	-2	-55	-9	-3	3.2
O=C(NCc1ccc2c(c1)OCO2)c1cc2c(s1)CSC2	-1	0	41	-11	2	6	-3	7	3.4
COc1cccc(C(=O)Nc2ccc3[nH]ncc3c2)c1	52*	0	2	8	0	-8	6	-4	0.1
COc1cc(-c2cn(S(=O)(=O)c3cccc4nsnc34)nc2N)cc(OC)c1OC	19	-5	-4	-2	0	4	-2	-3	3.0
Cc1ccc(CNC(=O)c2cccnc2Cl)cc1	-1	-2	2	6	-1	-2	9	2	3.0
Cc1ccc(C(=O)C2Oc3ccccc3C3CC(c4ccc(C)cc4)=NN23)cc1 (stereo not given)	17	-1	2	4	0	-5	-6	-1	-1.2
Cc1cccc(CCNC(=O)C2CCN(S(=O)(=O)c3cccc4cccnc34)CC2)c1	3	-2	2	8	2	-6	-11	-2	1.0
O=C(CN1C(=O)NC2(CCCC2)C1=O)Nc1cc(C(F)(F)F)ccc1N1CCOCC1	0	·	·	6	·	1	-3	·	·
COc1ccccc1-n1c(SCC(=O)c2ccc(O)cc2O)nc2cc([N+](=O)[O-])ccc21	-1	5	23	0	10	-16	-4	-3	2.3
CCOC(=O)c1c(NC(=O)COC(=O)c2ccccn2)sc(C(=O)N(C)C)c1C	13	10	-7	-6	7	-1	-4	-3	-0.8
COc1ccccc1C(C)NC(=O)CCNC(=O)c1ccc(Cl)cc1 (stereo not given)	-1	·	·	0	·	-1	-3	·	·
CCOc1ccccc1OCC(=O)Nc1cccc(S(=O)(=O)NC2=NCCCCC2)c1	1	·	·	5	-4	-1	3	·	-0.5
COc1ccc(CN2CCCC2C(=O)Nc2ccc(OC)c(OC)c2)cc1OC (stereo not given)	1	0	-3	1	-2	1	-7	1	-0.3
CCN(CC)S(=O)(=O)c1ccc(N2CCOCC2)c(NC(=O)C2CCCO2)c1 (stereo not given)	1	2	2	-1	-2	3	1	0	0.0
CCCNC(=O)c1ccc(N2CCC3(CC2)CC(c2cccc(Br)c2)=NO3)c(NC(=O)c2ccco2)c1	-6	0	13	3	16*	-6	-4	-3	1.4
O=C(NCc1ccccc1)c1c(Cl)nc(Cl)c(Cl)c1Cl	-2	-2	4	-3	-3	3	8	-2	-2.8
O=C(Nc1nc2ccccc2[nH]1)c1ccc(Br)o1	19	-1	5	-5	-1	-2	-2	4	2.1
CN1CCN(C(=S)NC(=O)c2ccc(Br)cc2)CC1	-2	2	1	4	-3	·	-1	3	-0.5
Cc1ccc(OCC(=O)Nc2ccc(-c3nc4ncccc4o3)cc2)cc1	15	4	3	1	1	-4	3	-1	2.5
COc1cc(C2=NOC(C(=O)NCc3cccnc3)C2)cc(OC)c1OC (stereo not given)	-1	-2	0	3	-1	-12	15	3	1.0
CC1(c2nnc(Cc3ccccc3)o2)CC(c2cccc(Cl)c2)=NO1 (stereo not given)	-2	-2	2	-4	2	3	0	-3	2.1
COc1cccc(-n2c(SCC(=O)NCCC3=CCCCC3)nc3n[nH]c(C)c3c2=N)c1	82*	0	19	1	3	·	9	-6	3.0
CC(=O)c1c(C)[nH]c(C(=O)CSc2nc3ccc(C)cc3[nH]2)c1C	70*	-3	3	7	1	2	1	1	2.3
CC(C)(C)NS(=O)(=O)c1ccc(NC(=S)NC(=O)C2CCC2)cc1	-1	1	-8	5	3	-3	15	-2	1.5

# Three compounds drawn at random from those above, as already listed:
Molecule	AHR activator	CTSL1 counter	core dimer inh	procasp3 activ	PP1 counter	PAFAH2 FP inh	procasp7 counter	TPT1 inhibitor	PP5 primary
CCCNC(=O)c1ccc(N2CCC3(CC2)CC(c2cccc(Br)c2)=NO3)c(NC(=O)c2ccco2)c1	-6	0	13	3	16*	-6	-4	-3	1.4
O=C(NCc1ccccc1)c1c(Cl)nc(Cl)c(Cl)c1Cl	-2	-2	4	-3	-3	3	8	-2	-2.8
CCOC(=O)c1c(NC(=O)COC(=O)c2ccccn2)sc(C(=O)N(C)C)c1C	13	10	-7	-6	7	-1	-4	-3	-0.8

# (next part)
Molecule	AHR activator	CTSL1 counter	core dimer inh	procasp3 activ	PP1 counter	PAFAH2 FP inh	procasp7 counter	TPT1 inhibitor	PP5 primary
COc1ccc(CC(=O)OCC(=O)NCCNC(=O)COC(=O)Cc2ccc(OC)cc2)cc1	0	-4	-3	1	-4	1	6	-2	-0.6
Nc1ccn(Cc2ccc(F)cc2)n1	-2	0	1	0	-3	-4	7	1	-0.7
Cc1ccc(CN2CCN(Cc3cnc(C)s3)CC2CCO)o1 (stereo not given)	1	-2	-1	3	1	-2	13	-3	0.5
O=C(O)c1ccc(N=NNc2cccc([N+](=O)[O-])c2)cc1	9	3	-1	1	-2	6	-7	0	-2.1
Cc1ccc(NC(=O)c2ccc(S(=O)(=O)N3CCCC3)cc2)cc1	5	-2	4	5	0	-8	10	-3	1.2
S=c1[nH]nc(-c2cnccn2)n1-c1ccccc1	0	-1	-5	-12	2	5	-15	-6	-0.7
CSc1ccccc1C(=O)NCCCn1ccnc1	10	0	1	-3	1	3	8	-1	0.7
O=C(COC(=O)CNC(=O)c1ccc(Br)o1)Nc1ccc2c(c1)OCCO2	-1	-11	0	-3	-2	4	6	-4	-1.9
COc1ccccc1NC(=O)/C(=C\c1cccnc1)NC(=O)c1ccccc1	19	2	7	6	-4	-1	2	0	-1.7
C[C@H](NC(=O)c1ccccc1Cl)C(=O)OCCOc1cccc(Cl)c1	-1	-2	3	7	2	-5	5	-3	2.5
CCOc1ccc(/C=C(\C#N)C(=O)NC2CC2)c(OCC)c1	22	4	2	0	-2	2	0	3	-1.1
O=C(CCCn1c(=O)[nH]c2ccc(Br)cc2c1=O)NCc1ccc(Cl)cc1	0	4	0	-4	-2	-7	-3	0	0.3
CC(C)C(NC(=O)c1cccs1)C(=O)NC1CCCCC1 (stereo not given)	0	5	-1	-3	-2	0	0	1	0.8
COc1ccc(-c2nnn(CC(=O)c3ccc4c(c3)OCCO4)n2)cc1OC	12	1	4	-1	-2	0	10	6	3.5
COc1ccc(/C=N/NC(=O)c2cccc(Br)c2)cc1COc1ccccn1	14	3	1	-7	-6	12	-3	1	4.3
CN(C(=O)COC(=O)c1cc([N+](=O)[O-])ccc1Sc1ccccc1)C1CCS(=O)(=O)C1 (stereo not given)	0	-2	2	7	4	2	5	1	1.5
CCC(C)Cn1c(C(C)C)nc2ccccc21 (stereo not given)	1	-3	-5	-2	-3	0	0	-2	3.1
